Compound activity from PubChem.
Insulin prom inh: inhibitors of insulin promoter-driven GFP, primary screen, imaging, TRM-6 cells (human fetal islet line), eGFP reporter, cell count; 130,000 compounds, 0.9% hits; inhibition, % at 2 µM; reporter expression induced with tamoxifen;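 active = inhibition above the mean plus 3 SD, with well images judged a real hit on visual review, cut at about 60% in these data, passing the limit was not always enough; inconclusive = inhibition over the cutoff but images rejected on review; inactive = inhibition not above the cutoff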
sdo1 growth: growth rescue of sdo1-depleted yeast, primary screen, S. cerevisiae, bone marrow failure model; S. cerevisiae sdo1-depleted JHY4D growth rescue, OD600 30 h; hits give high values; pdr5 snq2 efflux-pump mutant strain; z-score at 10 µM; 140,000 compounds, 0.21% hits; AID 817, 2007;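 active = z-score above 3 at both the 24 hr and the 30 hr optical density reads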;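 note: z-score against mean and SD of all compound wells on the same plate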
sdo1 growth Rescue 24 h: recorded beside sdo1 growth, whose call it bears; z-score; S. cerevisiae sdo1-depleted JHY4D growth rescue, OD600; measured here: growth rescue at 24 h;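 0 is the plate mean of compound wells and units are plate SD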
Active calls of the source: *; ? = inconclusive; · = no result given; & = joins results of further samples. A portion of the library, so the mix of outcomes need not match the whole.

SMILES	Insulin prom inh	sdo1 growth	sdo1 growth Rescue 24 h
C=CCc1c(C)nc(C)nc1N/N=C/c1ccc(F)cc1	-11	1.2	0.48
O=C(COc1ccccc1)NC1CCCc2ccccc21 (stereo unspecified)	14	0.54	0.21
O=C(CSc1nnc2ccc(-c3ccccn3)nn12)NCC1CCCO1 (stereo unspecified)	-32	·	·
N#Cc1c2c(c(NCc3ccco3)n3c1nc1ccccc13)CCC2	·	-0.94	-0.31
Cc1ccc2occ(C(c3nnnn3Cc3ccccc3)N3CCOCC3)c(=O)c2c1 (stereo unspecified)	-34	-0.52	-0.67
CN1/C(=C/C=C(/C#N)C(N)=O)C(C)(C)c2ccccc21	-30	0.09	0.15
Cc1ccc2cc(C(c3nnnn3Cc3ccccc3)N3CCc4ccccc43)c(=O)[nH]c2c1 (stereo unspecified)	·	0.8	0.21
Cn1cnnc1SCC(=O)NNC(=O)COc1ccc(Br)cc1	-29	·	·
Cc1cc2nc(C(F)(F)F)[nH]c(=O)n2n1	15	0.67	0.45
Cc1ccc(C(=O)COC(=O)CCc2nc3ccccc3[nH]c2=O)cc1C	0	-1.1	-0.23
Cc1ccc(NCC(=O)N/N=C\c2ccc([N+](=O)[O-])o2)cc1	·	-1.6	-1.3
CC1=NN(/C(=N\c2nnc(C)s2)Nc2ccccc2)[C@H](c2cccc3ccccc23)S1	-10	-1.6	-0.9
CCOc1ccccc1NC(=O)Cn1nnc(C(=O)Nc2ccccc2Cl)c1N	8	-0.23	0.43
COc1ccc(CN2CN(C3CCCC3)CSC2=S)cc1	-8	·	·
COC(=O)c1oc2ccc(Cl)cc2c1NC(C)=O	9	-0.15	-0.62
COc1ccc(-c2nnc(SCC(=O)c3cccs3)o2)c(OC)c1	-10	-1.5	-1.8
CCSc1ccc2nnc(-c3cccs3)n2n1	9	·	·
CCOc1ccc(NC(=O)CCC(=O)N/N=C/c2ccc([N+](=O)[O-])s2)cc1	·	-2	-1.2
CCOC(=O)C1CCCN(c2c(NCCN3CCCCC3C)c(=O)c2=O)C1 (stereo unspecified)	·	0.72	0.83
C=CCc1cccc([C@@H]2[C@@H](C)CC[C@H]3C(=O)N4[C@@H](c5cc(OC)c(OC)c(OC)c5)c5[nH]c6ccccc6c5C[C@H]4C(=O)N23)c1	-52	-0.45	-0.17
O=C(c1nc(-c2ccccc2)n(-c2ccccc2)n1)N1CCN(S(=O)(=O)c2ccccc2)CC1	-50	1.1	0.99
COC(=O)C1=C(C)N(Cc2ccco2)C(=O)N[C@@H]1c1cccc(C(F)(F)F)c1	-32	-1.9	-1.5
Cc1cccc(NC(=O)CSc2nc3c([nH]c4ccccc43)c(=O)n2C)c1	-42	·	·
CCOc1cc(NS(=O)(=O)c2ccc(OC)cc2)c(OCC)cc1NC(=O)c1ccco1	62	-0.55	-1.4

Look-ups from above:
`Cc1cccc(NC(=O)CSc2nc3c([nH]c4ccccc43)c(=O)n2C)c1` in Insulin prom inh has -42
`CCOc1cc(NS(=O)(=O)c2ccc(OC)cc2)c(OCC)cc1NC(=O)c1ccco1` in sdo1 growth Rescue 24 h has -1.4

(continued)
SMILES	Insulin prom inh	sdo1 growth	sdo1 growth Rescue 24 h
CCOc1cccc(-c2nnc3n2N=C(c2cc(OC)ccc2OC)CS3)c1	-256	-1.6	-1.3
c1csc(C2CCCN2c2nc3nonc3nc2NC2CC2)n1 (stereo unspecified)	0	·	·
CN(C)/C=C1/C(=O)N(c2ccc([N+](=O)[O-])cc2)N=C1c1ccccc1	21	1.2	1.7
O=C(Nc1cnc2ccccc2c1)c1ccncc1	·	0.55	0.42
CC1CCN(c2ccc(C(=O)NCc3ccco3)cc2[N+](=O)[O-])CC1	18	11*	6.7*
CC1CCCN(C2=C(NS(=O)(=O)c3ccc(Cl)cc3)C(=O)c3ccccc3C2=O)C1 (stereo unspecified)	-2	-0.96	-0.85
CCOc1cc(CO)cc(Br)c1OCC(=O)O	-19	·	·
CC1CCN(c2ccc(NC(=O)c3cccnc3)cc2)CC1	-425	-0.03	-0.68
Cc1cc2cc(CNS(=O)(=O)N(C)C)ccc2[nH]1	?	1	0.18
Cc1ccc(N=Cc2sc(O)c3ccccc23)cc1	-38	-0.86	-0.08
O=C(CN1C(=O)c2ccccc2C1=O)N1CCN(C2c3ccccc3-c3ccccc32)CC1	-14	-0.82	-0.49
O=C(CSc1nnc(-c2ccncc2)n1-c1ccccc1)N1CCN(c2ccc(Cl)cc2)CC1	37	0.31	0.46
CCOc1ccc(NC(=O)CSc2nc3ccccc3c(=O)n2CCNC(C)=O)cc1	·	-0.4&0.45	-0.05&0.33
COc1ccc2nc(N3C(=O)CC(Cc4ccc(C)cc4)C3=O)sc2c1 (stereo unspecified)	-22	-0.4	-0.39
CCOC(=O)c1ccc(OCc2nc(-c3cccs3)no2)cc1	-29	1.2	2
NS(=O)(=O)c1ccc(CCNC(=O)c2cc(-c3ccc(Br)cc3)nc3ccccc23)cc1	-6	·	·
COc1ccc(-c2nn(CC(=O)N(C)C)c(=O)c3ccccc23)cc1	·	-0.22	-0.79
COc1cc([N+](=O)[O-])ccc1NC(=O)Cc1ccccc1	21	·	·
COc1ccc(C2=NOC(C(=O)NCc3ccccn3)C2)cc1OC (stereo unspecified)	16	1.2	1
CCOC(=O)c1c(NC(=O)C2=C(C)NC(=S)NC2c2ccc(F)cc2)sc(C)c1C (stereo unspecified)	-13	-1.2	-0.78
O=C(NCC1OCCc2ccccc21)c1ccc(NC(=O)c2ccc(Cl)cc2)cc1 (stereo unspecified)	6	-0.49	-0.01
COc1ccc(C2C(C(N)=O)=C(C)Nc3nc(-c4ccccc4Cl)nn32)c(OC)c1 (stereo unspecified)	·	0.42	-0.22
CC(/C=C/c1ccccc1)=N/NC(=O)c1cc([N+](=O)[O-])cc([N+](=O)[O-])c1	28	-0.14	0.43
COC(=O)c1c(C)[nH]c(C(=O)COC(=O)Cc2ccc3c(c2)OCCO3)c1C	9	-0.42	0.24
CCOC(=O)N1CCN(C(=O)c2cn(C)c3ccc(S(=O)(=O)N4CCC(C)CC4)cc3c2=O)CC1	29	·	·
COc1ccc2c(c1OC)C(=O)OC2Nc1nc(-c2ccc(-c3ccccc3)cc2)cs1 (stereo unspecified)	-11	-2.3	-1.8
COc1cc(OC)c(NC(=O)CCc2ccccc2)cc1Cl	-7	-0.64	-0.18
S=C(NCCSCc1ccc(Cl)cc1Cl)Nc1ccccc1	10	-1.2	-1.4
CCOc1ccc2ccccc2c1/C=N/NC(=O)CNC(=O)Cc1ccccc1	23	-0.59	-0.63
CC(NC(=O)c1ccccc1)C(c1cccs1)N1CCOCC1 (stereo unspecified)	·	-0.07	-0.73
Cc1ccccc1-c1nnn(CC(=O)Nc2ccc3c(c2)OCCO3)n1	36	·	·
COC(=O)[C@@]1(Cc2ccc(F)cc2)[C@H]2c3cc(C(=O)N(C)C)n(Cc4ccc(OC)c(OC)c4)c3C[C@H]2CN1C(=O)c1ccccc1	-50	-1.3	-0.69
O=C(CSc1nc2cccnc2n1Cc1ccccc1)NC1CCCCC1	-47	-0.66	0.25
Clc1cccc(CSc2nnc(-c3sccc3-n3cccc3)o2)c1	-5	-1.2	-1
COC(=O)C1=C(C)N=C2SCCC(=O)N2C1c1ccc(C(=O)OC)cc1 (stereo unspecified)	23	0.63	0.31
Clc1ccccc1CN1CCC(Cc2ccccc2)CC1	·	-0.06	0.27
CC(=O)C1=C(O)CC(c2ccccc2)CC1=NCCc1c(C)[nH]c2ccccc12 (stereo unspecified)	-66	-0.27	0.48
O=C(Nc1ccc2c(c1)OCO2)N1CCN(S(=O)(=O)c2ccc(Cl)cc2)CC1	·	0.73	0.19
COc1cccc(-n2nnnc2SCC(=O)c2cc(OC)ccc2OC)c1	-7	0.33	1.8
COc1cccc(-c2nnc(SCC(=O)Nc3cc(C)ccc3OC)n2N)c1	·	0.61	0.27
COCCNC(=O)C(C)OC(=O)c1cc2occc2n1C (stereo unspecified)	·	1.3	1.5
COc1ccc(-c2nnc(SCC(=O)/C(C#N)=C(\C)N)o2)cc1	·	-0.32	-1.1
COC(=O)COc1ccc(S(=O)(=O)Nc2ccccc2C(=O)OC)cc1	-31	0.63	-0.12
Cc1cc(NC(=O)COn2nnc3ccc(Cl)cc32)no1	-52	0.35	0.03
CCCc1ccc(Oc2cc(C)nc(N3CCOCC3)n2)cc1	-2	0.48	0.54
O=C(CCN1CCCC1)Nc1ccccc1	43	0.03	-0.53
C=CCn1c(=O)c2ccccc2n2c(SCC(=O)NCc3cccs3)nnc12	-19	-0.45	-1.2
Cc1ccc(NC(=O)N2CCC(C(=O)NCc3ccccc3)CC2)cc1	-50	-0.11	-0.77
CC(C)(C)c1ccc(OCC(=O)NNC(=O)Cc2cccs2)cc1	·	-0.3	-1
CCc1c(C(=O)NNC(=S)NCC2CCCO2)csc1C (stereo unspecified)	-17	0.49	0.62
CCCCNc1c(NC(C)=O)c(=O)oc2ccccc12	-43	0.57	0.54
O=C(COc1cccc2ccccc12)NNC(=O)Nc1ccccc1	-7	0.17	-0.06
CC1(C)[C@@H](O)CC[C@]2(C)[C@H]3C(=O)C=C4[C@@H]5C[C@@](C)(C(=O)O)CC[C@]5(C)CC[C@@]4(C)[C@]3(C)CC[C@@H]12	14	-0.36	0.86
Cc1nn(Cc2c(F)c(F)c(F)c(F)c2F)c(C)c1NC(=O)c1ccc(COc2ccccc2Cl)cc1	29	-1.4	-0.63
CCN1C(=O)C2(C(C#N)=C(N)Oc3n[nH]c(COC)c32)c2ccccc21 (stereo unspecified)	-45	-0.47	-0.34
Cc1nc(N2CCC(C)CC2)c2oc3ccccc3c2n1	-92	-2.4	-1.6
Cc1sc(NC(=O)c2ccco2)nc1-c1ccccc1	3	-2.1	-1.4
CCOC(=O)Cn1nc(C)c(NC(=O)c2ccc(Cl)c([N+](=O)[O-])c2)c1C	-53	·	·
Cn1cc(S(=O)(=O)CC(=O)Nc2ccc(Br)cc2)c2ccccc21	·	-0.98	-0.56
O=C(O)CCCNc1ccc([N+](=O)[O-])c(NCCCC(=O)O)n1	-52	·	·
Remaining list, next part:
SMILES	Insulin prom inh	sdo1 growth	sdo1 growth Rescue 24 h
CC1=NN(C(N)=S)C(=O)C1N=Nc1ccc(C)cc1C (stereo unspecified)	-27	-1.9	-1.2
O=C(NCCN1CCOCC1)c1ccccc1[N+](=O)[O-]	·	0.75	-0.35
Cc1ccc(C(=O)N2C3C=CC(C3)C2(C(F)(F)F)C(F)(F)F)cc1 (stereo unspecified)	40	-0.11	-0.29
COc1ccc(-c2csc(C)n2)cc1	67	0.84	1.1
COc1ccc(C(=O)NCc2cn3c(C)csc3n2)cc1OC	·	1.6	1.6
O=C(O)C1C2C=CC(C2)C1C(=O)Nc1ccc(C(=O)N2CCCCC2)c(Cl)c1 (stereo unspecified)	9	-0.26	-0.58
N#Cc1c2n(c(=S)n(-c3ccccc3)c1=O)CCCCC2	-53	·	·
COc1ccc2o/c(=N\O)c(C(=O)Nc3ccc(C)cc3)cc2c1	43	·	·
COC(=O)c1cn(Cc2c(C)cc(C)cc2C)nn1	·	0.1	-0.2
CC1(C)CC(=O)C2=C(C1)NC(=O)CC2c1cc(F)ccc1F (stereo unspecified)	-21	1.1	0.46
COc1ccc(-c2nn(CCC(=O)O)cc2/C=C2\SC(N)=NC2=O)cc1OC	56	0.54	0.09
Cc1cccc(C)c1OCC(O)CNC(C)(C)C (stereo unspecified)	17	0.42	-0.2
O=C(CSCc1c(F)cccc1Cl)NCc1cccnc1	-34	-0.39	-0.8
CC1(C)C(=O)OC(c2cccn2-c2cccc([N+](=O)[O-])c2)C2(CCCCC2)C1=O (stereo unspecified)	·	-0.82	-0.71
COc1ccc(N2CCN(C(=O)CCNS(=O)(=O)c3ccc(Br)s3)CC2)cc1	30	-2	-0.56
COc1ccc(-n2c(=O)cc(N3CCN(c4ccccc4)CC3)[nH]c2=O)cc1	21	0.97	0.59

Of the compounds above, twelve have a thiophene ring, fused or not:
SMILES	Insulin prom inh	sdo1 growth	sdo1 growth Rescue 24 h
COc1ccc(-c2nnc(SCC(=O)c3cccs3)o2)c(OC)c1	-10	-1.5	-1.8
CCSc1ccc2nnc(-c3cccs3)n2n1	9	·	·
CCOc1ccc(NC(=O)CCC(=O)N/N=C/c2ccc([N+](=O)[O-])s2)cc1	·	-2	-1.2
Cc1ccc(N=Cc2sc(O)c3ccccc23)cc1	-38	-0.86	-0.08
CCOC(=O)c1ccc(OCc2nc(-c3cccs3)no2)cc1	-29	1.2	2
CCOC(=O)c1c(NC(=O)C2=C(C)NC(=S)NC2c2ccc(F)cc2)sc(C)c1C (stereo unspecified)	-13	-1.2	-0.78
CC(NC(=O)c1ccccc1)C(c1cccs1)N1CCOCC1 (stereo unspecified)	·	-0.07	-0.73
Clc1cccc(CSc2nnc(-c3sccc3-n3cccc3)o2)c1	-5	-1.2	-1
C=CCn1c(=O)c2ccccc2n2c(SCC(=O)NCc3cccs3)nnc12	-19	-0.45	-1.2
CC(C)(C)c1ccc(OCC(=O)NNC(=O)Cc2cccs2)cc1	·	-0.3	-1
CCc1c(C(=O)NNC(=S)NCC2CCCO2)csc1C (stereo unspecified)	-17	0.49	0.62
COc1ccc(N2CCN(C(=O)CCNS(=O)(=O)c3ccc(Br)s3)CC2)cc1	30	-2	-0.56
